# Hsp90 Hop PPI: changes Hsp90-Hop TPR2A binding signal, up or down; AlphaScreen TPR2A-His6 binding biotin-Hsp90 C-terminal peptide; Potency, µM (series often up to 57 µM), for the others: at the highest dose activity change, negative = inhibition; 71,000 compounds, 0.44% hits; AID 595; active means well fitted curve in either direction with a large enough effect; inconclusive means small, poorly fitted or top-dose-only effect, or another doubt; further: potency means the concentration at half of the fitted maximal effect; on the % scale 0 is the no-effect control and ±100 the full control effect; many of its hits are not listed in these tables
# Ub-GFP proteasome: inhibits proteasome, raising ubiquitin-GFP reporter fluorescence | Ubiquitin-GFP reporter cells, proteasome inhibition, GFP fluorescence; response scale: untreated = 0%, 10 µM MG-132 = 100% | 67,000 tested, under 10 active | Potency, µM (doses to about 45.9 µM), without a hit: at the highest dose activation (GFP accumulation), actives largely listed as activators; active means well fitted activation curve with a large enough effect, not every such curve was filed as active; inconclusive means small, poorly fitted or top-dose-only effect, or another doubt; inactive means no such curve, though single readings can be large or run the other way; further: potency means the concentration at half of the fitted maximal effect
#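 U2OS cells stably expressing ubiquitin(G76V)-GFP, seeded overnight in 0.5% FBS medium, were exposed to compounds (qHTS, 46 uM to 2.9 nM) for 4 hr at 37 °C. GFP-positive cells were counted by laser cytometry (488 ex/515 em), normalized between basal and 10 uM MG-132.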
# USP2a inh: USP2a (human) protease inhibition | O75604 | USP2a enzymatic assay, qHTS inhibition | Potency, µM (doses to about 38.3 µM), without a hit: at the top dose activity change, negative = inhibition, most hits filed as inhibitors | 60,000 compounds, 0.1% hits;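 further: potency means the concentration at half of the fitted maximal effect; nearly all actives have a fitted effect of over 60% in size; plate controls were DMSO for no effect and NEM full inhibition control for full effect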
#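 Coupled readout: USP2-cleaved Ub-PLA2 (20nM final) turns over NBD C6-HPC (20uM final), Ex 460nm/Em 535nm after 2.5 h, time-zero read flagging artifacts. Enzyme (20nM final, pH 8.0 Tris) given 30 min RT with compound first; NEM defines full inhibition.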
# DNA Pol III inh: DNA polymerase III holoenzyme inhibition; reconstituted DNA polymerase III holoenzyme replication, biochemical; Potency, µM (top dose mostly 57.1 µM), without a hit: at the highest dose activity change, negative = inhibition; 71,000 compounds, 0.25% hits; further: potency means the concentration at half of the fitted maximal effect; on the % scale 0 is the no-effect control and ±100 the full control effect
#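 Reconstituted *E. coli* holoenzyme (0.35 nM Pol III, 1 nM beta, 154 nM SSB, 2 nM primase) was preincubated with compound for 15 min at RT. Synthesis on 1.4 nM ssM13Gori ran 35 min, then was stopped with PicoGreen/EDTA and read as dsDNA fluorescence.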
# 15-hLO inh: blocks human 15-lipoxygenase activity; P16050; purified 15hLO-1, xylenol orange hydroperoxide absorbance; Potency, µM (series often up to 57.1 µM), for inactives: at the highest dose activity change, negative = inhibition, most hits filed as inhibitors; 74,000 compounds, 1.4% hits; AID 887; further: potency means the concentration at half of the fitted maximal effect; on the % scale 0 is the no-effect control and ±100 the full control effect; nearly all actives have a fitted effect of over 55% in size
#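 Hydroperoxide formed from arachidonic acid (50 uM) by purified human 15hLO-1 (40 nM) oxidizes ferrous iron, and the ferric-xylenol orange complex is read at 573 versus 405 nm. Compounds were preincubated 15 min; reaction ran 6 min at room temperature.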
# HADH2 inhib: inhibitors of human HADH2 dehydrogenase | 73,000 compounds, 3.4% hits | Q99714 | Potency, µM (doses to about 57.1 µM), inactives show at the top dose activity change, negative = inhibition, actives largely listed as inhibitors | AID 886 | recombinant HADH2, NADH fluorescence, beta-hydroxybutyryl-CoA; further: potency means the concentration at half of the fitted maximal effect; on the % scale 0 is the no-effect control and ±100 the full control effect; nearly all actives have a fitted effect of over 60% in size; many of its hits are not listed in these tables
#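 Read-out: 360 nm excitation, 450 nm emission, kinetic over 4 min. Conditions: His-tagged human HADH2 20 nM, pH 9.0 Tris with Tween-20, 1 mM NAD+, 90 uM beta-hydroxybutyryl-CoA.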
# BRCT PPI green: inhibitors of human BRCA1 BRCT-phosphoprotein interaction (green fluorophore); BRCA1 BRCT-phosphopeptide binding, green fluorescence polarization; 75,000 compounds, 0.05% hits; AID 875; Potency, µM (doses to about 76.9 µM), without a hit: top-dose activity change, negative = inhibition, actives largely listed as inhibitors; P38398;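 further: potency means the concentration at half of the fitted maximal effect; plate controls were peptide without protein for full effect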
#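 Compounds were incubated for 12 min at room temperature with a complex of 100 nM fluorescein-tagged pBACH1 decapeptide and 250 nM His-tagged BRCT protein. Buffer was phosphate pH 7.3 with EDTA, DTT and Tween 20. Disruption of binding lowers the polarization signal.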
# HBB splicing: hemoglobin beta splicing modulation; HBB splicing reporter cell assay, activation; EGFP reporter with mutant IVS2-654 intron; response scale: normalised to 500 nM splice-correcting PNA; Potency, µM (top dose mostly 46.1 µM), inactives show at the top dose activation, hits mostly activators; 65,000 compounds, 0.06% hits; further: potency means the concentration at half of the fitted maximal effect; 0% is about no effect
#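 Compounds were applied for 2 days to HeLa EGFP-654 cells, 500/well in Optimem with 2% FCS. The reporter's EGFP is disrupted by mis-splicing of beta-globin intron IVS2-654. Readout: summed well GFP fluorescence from 488 nm laser scanning; reference was 500 nM antisense […] 654 PNA.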
# BRCT inh red: BRCT-phosphoprotein interaction inhibition (red fluorophore); P38398; BRCT-phosphopeptide binding, red fluorescence polarization; Potency, µM (titrated, usually from 76.9 µM), without a hit: at the highest dose activity change, negative = inhibition, actives largely listed as inhibitors; 75,000 compounds, 0.03% hits; AID 892; further: on the % scale 0 is the no-effect control and ±100 the full control effect
#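 Rhodamine-labelled pBACH1 10-mer (100 nM) bound to BRCT domain (100 nM) at pH 7.3; compounds incubated 12 min room temperature, polarization read. Free peptide defines full inhibition; unlabelled decapeptide titrated as control.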
# GFP derepression: epigenetic modulators derepressing GFP locus in mouse cells; mouse C127i GFP locus derepression, cytometry, 30 h; Potency, µM (highest dose often 46.1 µM), inactives show top-dose GFP derepression (activation); 68,000 compounds, 0.09% hits; further: % of control where 0% means no effect
#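 Locus derepression in mouse mammary C127i cells whose integrated CMV-GFP reporter is normally silent; GFP expression after 30 h compound treatment was quantified by counting fluorescent cells.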
# CRE-bla Fsk: modulators of forskolin-stimulated CRE signaling in CHO cells; 71,000 compounds, 2.5% hits; AID 662; Potency, µM (doses to about 38.2 µM), for inactives: at the highest dose activity change, negative = inhibition, actives largely listed as activators; CHO CRE-bla reporter (cAMP response element driving beta-lactamase), forskolin EC10, beta-lactamase ratio; active means well fitted activation curve with a large enough effect in the signal ratio, with a control signal flat, not every such curve was filed as active; inconclusive means small, poorly fitted or top-dose-only effect, or effect the other way, or a change in a side signal; the % refers to the signal ratio; further: potency means the concentration at half of the fitted maximal effect; % of control where 0% means no effect
#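 CHO CRE-bla cells, overnight plating in Opti-MEM with 0.5% dialyzed FBS; cpd titration + EC10 NKH 477, 3 h 37 °C; CCF4 2 h RT; ex 405/em 460 vs 530 ratio → %Activity, AC50.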
# * hit, by the source's call; ? = inconclusive; . = no result given; [ ] = another dose, or the depositor's remark. Unless noted, the call rests on the fitted dose curve; in most records, active means well fitted curve in the direction sought with a large enough effect; inconclusive means small, poorly fitted or top-dose-only effect, or another doubt; inactive means no such curve, though single readings can be large; an effect the other way counts as inactive or inconclusive.
SMILES,Hsp90 Hop PPI,Ub-GFP proteasome,USP2a inh,DNA Pol III inh,15-hLO inh,HADH2 inhib,BRCT PPI green,HBB splicing,BRCT inh red,GFP derepression,CRE-bla Fsk
O=C(Oc1ccnc2cc(Cl)ccc12)N1CCCCCC1,-0.1%,2.9%,4.8%,-1.4%,-0.9%,7.5%,0.0%,-0.9%,-2.7%,0.0%,17.2%
COc1ccccc1-c1cncnc1NCc1cnc(C)cn1,-1.5%,-2.5%,11.4%,-3.5%,?,?,-3.9%,1.1%,0.4%,-2.9%[9.22 µM],5.0%
O=C1C=C[C@@H](O)[C@H]2[C@@H]3C(=O)N(Cc4ccccc4)C(=O)[C@@H]3CC[C@H]12,.,.,.,.,4.1%[11.4 µM],-1.0%[11.4 µM],-1.8%[15.4 µM],1.9%[9.22 µM],0.7%[15.4 µM],.,.
CCOC(=O)c1c(C)[nH]c2cc(Br)c(OC)cc12,0.9%,-12.5%,2.4%,-1.0%,-5.9%,7.0%,0.4%,3.7%,-0.5%,5.2%,?
COc1ccccc1CNC(=O)CSc1nc(-c2ccccc2)cn1N,-6.6%,-2.1%,1.1%,?,1.3%,-2.9%,-0.3%,-0.2%[57.5 µM],-0.3%,-1.9%,?
CCN(CC)c1ccc(NC(=O)CCCCCN2C(=O)c3ccccc3C2=O)cc1,-25.2%,10.9%,2.9%,-3.0%,-5.2%,-17.9%,-0.4%,1.7%,0.8%,-2.1%,?
Cc1ccc(S(=O)(=O)n2ccnc2)cc1C,1.7%,-0.8%,.,-14.1%,5.4%,0.1%,-0.1%,-0.4%,0.5%,.,-15.2%
O=C(CN(c1ccc(F)cc1)S(=O)(=O)c1ccc2c(c1)OCCO2)N1CCOCC1,-0.8%,1.6%,.,-4.7%,-2.6%,2.6%,-0.4%,-0.5%,0.2%,6.9%,-0.9%
COc1ccc(C(C)=O)cc1COC(=O)c1ccc(S(=O)(=O)N2CCOCC2)cc1,2.5%,-0.3%,10.2%,-3.5%,13.7%,1.1%,3.2%,0.0%[57.5 µM],0.5%,2.3%,6.1%
O=C(NCc1cccs1)c1csc2c1CCCCC2,8.2%,15.5%,-5.6%,6.8%,-2.1%,9.8%,0.3%,-1.4%,1.0%,0.0%,4.7%
COc1ccc(CNc2oc(Cc3cccc4ccccc34)nc2C#N)cc1,4.4%,-3.0%,1.3%,3.2%,-7.9%,1.4%,-1.5%,-1.8%,2.4%,5.7%,-2.1%
COC(=O)N1CCC[C@@]2(CCN(C(=O)Nc3ccccc3)C2)C1,-3.1%,-0.9%,14.7%,-5.0%,5.0%,4.4%,-4.2%,3.0%,0.8%,2.3%[9.22 µM],-5.2%
Cc1c(C(=O)Nc2ccc(F)cc2)oc2ccc(S(=O)(=O)N3CCCC3)cc12,1.1%,15.5%,.,-11.0%,-3.1%,35.2%[activator],0.0%,-1.5%,0.2%,13.8%,?
COc1ccc(C)cc1C(=O)C1CC(C(=O)O)C(C)(C)C1C (configuration not stated),-1.5%,3.0%,-1.0%,-2.2%,9.0%,-6.8%,-3.5%,-1.9%,-2.8%,9.4%,2.7%
COc1ccc(N2CCN(c3ccc(NC(=O)C4CCCCC4)cc3C#N)CC2)cc1,-1.2%,-16.5%,9.4%,4.4%,-6.4%,?,-1.9%,-2.9%,0.4%,0.0%,9.5%
c1cc(Nc2ncnc3sccc23)cc(-c2nnc3n2CCCCC3)c1,-2.6%,2.7%,20.9%,-6.4%,-2.1%,-3.9%,2.3%,0.0%[57.5 µM],-1.2%,6.9%,?
N#Cc1cccc(NC(=O)N2CC[C@@]3(CCCN(S(=O)(=O)c4ccccc4)C3)C2)c1,0.2%,5.5%,135.1%[activator],-0.7%,-5.5%,-16.8%,-2.0%,2.3%,0.5%,-4.5%[9.22 µM],-5.9%
CCCCOc1ccc(S(=O)(=O)Nc2cc(OC)ccc2OC)cc1,24.0%,-5.7%,-21.2%,-3.4%,-12.3%,3.0%,-2.3%,-0.9%,0.8%,0.0%,11.4%
O=C(O)CCCCCN1C(=O)C(=O)/C(=C(/O)c2ccccc2)C1c1ccccc1 (configuration not stated),0.1%,-4.2%,0.3%,-0.6%,20.3%,-7.0%,-1.2%,0.1%[9.22 µM],0.0%,-2.2%,1.6%
CCn1nnnc1-c1ccc(OC)c(S(=O)(=O)NCCc2ccccc2)c1,-1.1%,-2.6%,7.6%,-3.5%,8.6%,5.6%,0.9%,0.1%,-2.4%,0.0%,9.2%
CC(C)N(Cc1nc(-c2ccc(Cl)cc2)no1)C(=O)CCC1CCCC1,-2.7%[2.3 µM],0.5%,.,0.7%,?,-12.6%,0.1%,-1.0%,-2.9%,.,-18.6%
CC[C@]1(O)C[C@H]2CN(CCc3c([nH]c4ccccc34)[C@](C(=O)OC)(c3cc4c(cc3OC)N(C=O)[C@H]3[C@@](O)(C(=O)OC)[C@H](OC(C)=O)[C@@]5(CC)C=CCN6CC[C@]43[C@H]65)C2)C1,-5.7%,-3.3%,23.1%,-7.6%,?,-2.0%,-4.1%,0.4%,-2.5%,1.6%,1.26µM*
Cc1c(C(=O)N(C)Cc2ccccc2)oc2ccc(S(=O)(=O)N3CCCC3)cc12,7.5%,3.7%,8.4%,-1.9%,-17.8%,-3.8%,1.0%,-0.6%,-1.3%,7.9%,-8.5%
CCOC(=O)c1c(O)c2c(n(Cc3ccco3)c1=O)CCCC2,-2.1%,2.6%,9.2%,-8.2%,3.8%,-0.9%,-0.7%,0.7%,0.2%,5.3%,?
CCN1CCN(C(c2cccs2)C(C)NC(=O)c2cccnc2)CC1 (configuration not stated),-3.8%,.,-0.3%,-1.7%,0.5%,-8.2%,-1.3%,3.1%[0.369 µM],-0.8%,-2.8%,-4.3%
COC(=O)COC(=O)c1ccc(Oc2nc(OC)nc(N(C)C)n2)cc1,2.3%,12.5%,3.9%,-2.6%,3.9%,-4.5%,-1.8%,0.7%[9.22 µM],0.7%,0.0%,?
CCC[C@@H]1C[C@@]1(CCC)[C@@H](NC(=O)c1ccccc1)c1ccc(C(=O)OC)cc1,10.7%,.,.,-5.0%,-3.5%,-14.7%,-0.8%,0.6%,-1.5%,.,5.1%
CCCCCCCCCCCCOCC1CO1 (configuration not stated),0.7%,.,.,-2.2%,-1.7%,1.3%,-0.2%,0.3%,-0.1%,.,-0.2%
CCOC(=O)N1CCC(NC(=O)c2cc(C(=O)Nc3ccc(OCC)cc3)ccc2CO)CC1,-2.8%,12.4%,11.0%,-3.2%,-1.2%,22.5%,-0.5%,-1.7%,-0.4%,0.0%,16.8%
O=C(OCC(=O)N1CCCCC1)c1cc2ccccc2cc1O,-0.3%,5.1%,11.2%,5.4%,-13.5%,8.4%,-0.6%,1.0%[57.5 µM],-0.8%,-2.2%,0.1%
Nc1nc(-c2ccc3ccccc3c2)cc(-c2cc(-c3ccc4ccccc4c3)nc(N)n2)n1,-3.8%[11 µM],-5.8%[9.17 µM],.,5.1%[11.4 µM],4.2%[11.4 µM],0.9%[11.4 µM],-4.6%[15.4 µM],2.6%[9.22 µM],-0.9%[15.4 µM],-1.1%[9.22 µM],0.5%[7.6 µM]
N#Cc1ccc(CN2CC3(CCN(C(=O)c4csnn4)CC3)C2)cc1,-1.7%,-10.0%,3.3%,2.2%,4.0%,-4.4%,-2.9%,1.8%,0.0%,2.2%[9.22 µM],1.1%
O=C(NC1CCCCCCC1)c1ccc2c(c1)N(Cc1ccc(F)cc1)C(=O)CS2=O (configuration not stated),-5.2%,-6.7%,55.4%[activator],5.3%,-8.6%,-3.8%,-1.5%,1.4%,-0.8%,0.0%,-25.2%
CC(=O)N1CCc2cc(Br)cc(S(=O)(=O)NCCCN3CCC(C)CC3)c21,-5.4%,1.9%,2.6%,-2.5%,12.2%,8.7%,-0.4%,0.2%,-1.2%,4.1%,-2.5%

# Screening results from PubChem.

# The list is partial (hit frequency here may not be typical).
